Source: PubChem BioAssay
Pf apPOL inh: Pf-apPOL inhibitors, biochemical, fluorescence; inhibition, % at 10 µM; actives 0.25% (n = 210,000); Recombinant Pf-apPOL, molecular beacon fluorescence, 1.5 h; Plasmodium falciparum apicoplast DNA polymerase (apPOL); AID 1794808, 2022
mHTT CaM bind: mutant huntingtin-calmodulin interaction inhibitors – biochemical, AlphaScreen, primary screen; AlphaScreen His-mHTT/GST-CaM binding, luminescence; inhibition, % at 15 µM; actives 3.6% (n = 190,000); AID 1671202, 2021;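 note: 0% = both proteins with DMSO and 100% = one protein alone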
Target sequence (P42858 whole entry, looked up, stated change not applied): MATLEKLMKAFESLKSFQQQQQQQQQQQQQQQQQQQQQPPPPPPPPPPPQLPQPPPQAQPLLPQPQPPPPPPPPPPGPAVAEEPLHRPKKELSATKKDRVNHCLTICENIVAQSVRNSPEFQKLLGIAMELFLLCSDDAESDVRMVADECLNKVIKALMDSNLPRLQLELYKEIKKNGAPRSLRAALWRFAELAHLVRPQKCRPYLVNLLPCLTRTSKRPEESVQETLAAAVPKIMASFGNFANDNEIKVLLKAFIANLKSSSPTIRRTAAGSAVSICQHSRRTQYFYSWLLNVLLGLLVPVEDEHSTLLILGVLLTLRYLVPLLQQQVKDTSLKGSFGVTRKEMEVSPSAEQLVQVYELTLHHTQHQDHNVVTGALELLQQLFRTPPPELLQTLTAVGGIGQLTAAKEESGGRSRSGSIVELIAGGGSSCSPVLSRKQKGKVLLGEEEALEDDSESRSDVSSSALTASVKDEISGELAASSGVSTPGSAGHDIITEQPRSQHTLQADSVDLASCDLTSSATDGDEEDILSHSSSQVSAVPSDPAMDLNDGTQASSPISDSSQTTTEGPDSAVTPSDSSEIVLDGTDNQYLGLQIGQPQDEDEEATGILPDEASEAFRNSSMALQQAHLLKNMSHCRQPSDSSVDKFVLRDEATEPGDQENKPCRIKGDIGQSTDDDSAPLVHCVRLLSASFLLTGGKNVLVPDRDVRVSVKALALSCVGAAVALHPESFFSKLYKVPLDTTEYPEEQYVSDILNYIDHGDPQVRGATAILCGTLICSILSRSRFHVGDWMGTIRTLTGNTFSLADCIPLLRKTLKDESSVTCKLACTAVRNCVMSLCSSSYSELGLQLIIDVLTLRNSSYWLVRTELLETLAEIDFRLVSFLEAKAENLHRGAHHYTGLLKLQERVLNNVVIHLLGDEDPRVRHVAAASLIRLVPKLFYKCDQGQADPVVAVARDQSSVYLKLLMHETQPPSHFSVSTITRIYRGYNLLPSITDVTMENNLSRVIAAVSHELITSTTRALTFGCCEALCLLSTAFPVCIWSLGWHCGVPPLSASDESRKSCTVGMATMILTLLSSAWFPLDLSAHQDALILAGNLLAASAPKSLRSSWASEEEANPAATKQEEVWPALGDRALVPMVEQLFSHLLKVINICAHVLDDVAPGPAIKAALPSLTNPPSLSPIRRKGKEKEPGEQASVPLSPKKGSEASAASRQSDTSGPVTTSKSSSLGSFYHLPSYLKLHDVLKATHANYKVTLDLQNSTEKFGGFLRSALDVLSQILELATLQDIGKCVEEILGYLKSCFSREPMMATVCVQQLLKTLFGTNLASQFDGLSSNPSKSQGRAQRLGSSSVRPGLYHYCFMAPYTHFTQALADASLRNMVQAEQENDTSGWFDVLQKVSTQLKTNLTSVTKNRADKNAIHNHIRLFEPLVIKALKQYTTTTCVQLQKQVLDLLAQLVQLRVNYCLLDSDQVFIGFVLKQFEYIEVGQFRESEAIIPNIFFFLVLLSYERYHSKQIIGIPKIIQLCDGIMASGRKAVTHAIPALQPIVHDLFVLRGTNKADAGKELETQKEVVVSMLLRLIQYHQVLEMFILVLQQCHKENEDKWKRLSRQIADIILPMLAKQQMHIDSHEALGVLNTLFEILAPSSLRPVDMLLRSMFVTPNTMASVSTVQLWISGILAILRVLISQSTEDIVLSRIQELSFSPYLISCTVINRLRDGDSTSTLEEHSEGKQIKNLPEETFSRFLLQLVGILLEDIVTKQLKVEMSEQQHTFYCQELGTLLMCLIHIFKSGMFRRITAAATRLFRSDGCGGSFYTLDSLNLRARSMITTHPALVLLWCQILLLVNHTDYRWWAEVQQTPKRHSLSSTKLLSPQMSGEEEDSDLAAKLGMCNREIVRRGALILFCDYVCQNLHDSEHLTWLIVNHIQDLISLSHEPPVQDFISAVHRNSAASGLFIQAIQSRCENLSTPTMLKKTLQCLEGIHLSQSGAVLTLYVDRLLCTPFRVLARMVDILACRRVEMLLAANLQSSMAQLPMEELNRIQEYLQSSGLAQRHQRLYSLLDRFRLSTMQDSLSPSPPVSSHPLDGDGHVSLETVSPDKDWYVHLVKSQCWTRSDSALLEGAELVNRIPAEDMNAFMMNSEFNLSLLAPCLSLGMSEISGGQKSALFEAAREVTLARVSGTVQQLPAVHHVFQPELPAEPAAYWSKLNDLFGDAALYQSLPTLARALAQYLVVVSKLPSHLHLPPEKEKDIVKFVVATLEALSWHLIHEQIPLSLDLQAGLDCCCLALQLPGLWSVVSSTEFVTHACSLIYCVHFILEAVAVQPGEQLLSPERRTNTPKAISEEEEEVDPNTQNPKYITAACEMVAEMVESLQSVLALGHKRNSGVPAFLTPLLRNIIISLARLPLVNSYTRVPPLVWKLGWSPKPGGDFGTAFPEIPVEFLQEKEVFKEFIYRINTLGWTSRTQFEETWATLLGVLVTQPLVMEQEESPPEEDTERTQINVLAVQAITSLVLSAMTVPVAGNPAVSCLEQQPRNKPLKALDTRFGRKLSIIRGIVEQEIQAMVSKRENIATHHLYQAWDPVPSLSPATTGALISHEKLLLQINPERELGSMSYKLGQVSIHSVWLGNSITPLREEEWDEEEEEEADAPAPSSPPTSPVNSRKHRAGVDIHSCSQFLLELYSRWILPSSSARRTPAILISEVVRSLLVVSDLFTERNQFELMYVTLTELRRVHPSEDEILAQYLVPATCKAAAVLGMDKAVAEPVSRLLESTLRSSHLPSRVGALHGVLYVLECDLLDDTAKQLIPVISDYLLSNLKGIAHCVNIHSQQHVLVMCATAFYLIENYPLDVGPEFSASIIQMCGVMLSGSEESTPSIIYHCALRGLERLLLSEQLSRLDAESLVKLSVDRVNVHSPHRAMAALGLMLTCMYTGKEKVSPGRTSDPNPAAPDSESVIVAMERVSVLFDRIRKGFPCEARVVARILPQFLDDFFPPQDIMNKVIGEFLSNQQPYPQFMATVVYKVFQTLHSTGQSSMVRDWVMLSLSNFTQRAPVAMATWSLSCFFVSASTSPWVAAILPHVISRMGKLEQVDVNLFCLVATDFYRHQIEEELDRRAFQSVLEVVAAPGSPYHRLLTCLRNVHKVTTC
Active calls of the source: *; i = inactive; x = not tested or not shown; & = joins results of further samples. Cut-off read from the data, not from the text of the source: active = inhibition above about 50%; inactive = the rest. The list is partial; count on the stated rates, not on these rows.

| SMILES | mHTT CaM bind | Pf apPOL inh |
| --- | --- | --- |
| COc1ccc(-c2cc(C(F)(F)F)n3ncc(C(=O)N4CCCCC4)c3n2)cc1 | -7 | 1 |
| Cc1ccc(NC2CS(=O)(=O)CC2O)cc1 (stereo not given) | -3 | -4 |
| Cc1ccc2occ(C3Nc4cc(C)c(C)cc4NC4=C3C(=O)CC(C)(C)C4)c(=O)c2c1 (stereo not given) | 19 | 7 |
| N#Cc1cc2c(nc1SCC(=O)Nc1cccc(C(F)(F)F)c1)CCC2 | -4 | 2 |
| c1ccc(C2CC(c3ccccc3)n3nnnc3N2)cc1 (stereo not given) | 9 | -5 |
| CCOc1ccccc1/C=C1/N=C(c2ccc(Cl)cc2)OC1=O | 3 | -83 |
| COc1ccccc1N(CC(O)CN1C(=O)NC(C)(C)C1=O)S(=O)(=O)c1ccc(C)cc1 (stereo not given) | 2 | -1 |
| O=C(c1ccc(Cn2ccnc2)cc1)N1CCC(c2nnc(-c3ccc(F)cc3)o2)CC1 | -11 | -9 |
| Cn1c(=O)c(C(=O)NCC2CCCO2)c(O)c2ccccc21 (stereo not given) | 6 | -5 |
| CC1CCN(C(=O)c2cc3cn(C4CC4)cc3s2)CC1 | 46 | 1 |
| Cc1ccc(C2C(C#N)=C(N)Oc3n[nH]c(C)c32)s1 (stereo not given) | -1&3 | 0 |
| O=C1CCC(C(=O)NCc2cc(-c3ccc4c(c3)OCO4)on2)N1 (stereo not given) | -17 | -2 |
| CC(=O)N1CCc2cc(Br)cc(S(=O)(=O)N3c4ccccc4CC3C)c21 (stereo not given) | 0 | -8 |
| CC(=O)Nc1ccc(-c2noc(C3CCCN(C(=O)Cc4ccc(C)cc4)C3)n2)cc1 (stereo not given) | 2 | -1 |
| CC(Oc1ccc(Cl)cc1Cl)C(=O)O/N=C(\N)c1cccnc1 (stereo not given) | i | -3 |
| Cc1[nH]cnc1C(=O)NN=Cc1c(Cl)cccc1Cl | x | 1&-3 |
| O=C(CSc1ccccn1)Nc1nc(-c2ccccc2)c(-c2ccccc2)o1 | 15 | 1 |
| CCNC(=O)C(=O)Nc1ccc(Cl)c(C(F)(F)F)c1 | -5 | -1 |
| COc1ccc(Cl)cc1NC(=O)N1CCC(Cn2cnc3ccccc32)CC1 | 5 | -9 |
| O=C(NCc1ccco1)C1CCN(c2nccn3nc(-c4ccccc4)cc23)CC1 | 23 | 9 |
| O=C(NCc1cc(F)cc(F)c1)C1CCN(c2nnc(-c3ccccc3)o2)CC1 | 33 | -6 |
| Nc1nonc1-c1noc(COc2ccc(Cl)cc2Cl)n1 | -2 | -6 |
| Nc1ncc2c(n1)CC(c1cccs1)CC2=O (stereo not given) | 4 | 1 |
| O=C(NCc1ccccc1Cl)C1C2C=CC3(CN(Cc4ccccc4Cl)C(=O)C13)O2 (stereo not given) | 4 | -2 |
| O=C(NCC1CCCO1)C1CCN(c2cnn(Cc3ccccc3)c(=O)c2)CC1 (stereo not given) | 0 | -2 |
| COc1ccc(OCc2nc(C#N)c(NCCc3ccccc3)o2)cc1 | 31 | 0 |
| CC(C)(C)C1CCc2onc(C(=O)Nc3ccc(C#N)cc3)c2C1 (stereo not given) | -6 | -4 |
| COc1ccc(CN2CCc3nc(Nc4ccc(OC)cc4)ncc3C2)cc1 | 4 | -5 |
| CC1CCCN1C(=O)c1ccc(-c2ccc3c(c2)OCCO3)s1 (stereo not given) | -9 | -14 |
| Cc1ccc(CN2C(=O)/C(=C/C(=O)O)Sc3ccccc32)cc1 | 60* | 28 |
| C=C(CO)C1Cc2c(ccc3c2OC2COc4cc(OC)c(OC)cc4C2C3=O)O1 (stereo not given) | x | -7 |
| COc1cc(C2=N/C(=C\c3ccc(Br)cc3)C(=O)O2)cc(OC)c1OC | -2 | -1 |
| CNc1nnc(C(F)(F)C(F)(F)C(F)(F)F)s1 | x | -9 |
| CC(=O)Nc1cc2c(cc1C(=O)c1ccccc1Cl)OCCO2 | 1 | -3 |
| Cc1cccc(Cc2cnc(NC(=O)COc3ccccc3C)s2)c1 | 1 | 0 |
| CCOc1cc(C(=O)Nc2ccccc2I)cc(OCC)c1OCC | -4 | -12 |
| O=C([C@@H]1CC=C[C@@H]2CCN(C3CCCCC3)C(=O)[C@@H]21)N1CCOCC1 | -5 | -2 |
| O=C(CCSCc1ccccc1Cl)NCCc1ccc(Cl)cc1 | -8 | -12 |
| COc1ccccc1-c1c(C)oc2c3c(ccc2c1=O)OCN(C1CCS(=O)(=O)C1)C3 (stereo not given) | 10 | 1 |
| O=C(NC(=S)Nc1ncn[nH]1)c1ccccc1 | x | -11 |
| O=C(Nc1ccc2oc(-c3ccccc3F)nc2c1)c1cccc(I)c1 | 3 | 0 |
| CC1(C)CC2CC(C)(CN2c2ncnc(N)c2[N+](=O)[O-])C1 (stereo not given) | -3&10 | 2&8 |
| CCOC(=O)C(=O)N1CCC(Cc2ccc(C(F)(F)F)cc2)CC1 | -4 | -11 |
| COc1cc(-n2nnc(C(=O)NCc3ccco3)c2N)ccc1Cl | 4 | 1 |
| C=CCN1C[C@H](COC(=O)c2cccc(OC)c2)Oc2cccc(F)c2S1(=O)=O | -21 | -3 |
| CC(C)C(=O)Nc1ccc(C2(C(=O)NCC3CC3)CCCCC2)cc1 | -9 | 4 |
| Cc1nn(Cc2ccc(C(=O)N3C(C)CCCC3C)o2)c(C)c1[N+](=O)[O-] (stereo not given) | 20 | 5 |
| COc1ccccc1Oc1ncnc(N)c1[N+](=O)[O-] | 0 | 0 |
| Cc1ccsc1C(=O)N1CCN(c2nc(CN3CCC(C)CC3)cs2)CC1 | 16 | -5 |
| CC(C)NC(=O)N1CCC(Oc2ccccc2)CC1 | 0 | -2 |
| CC(CCc1ccccc1)NC(=O)c1cnn2c3c(cnc12)CCCC3 (stereo not given) | 1 | -2 |
| Cc1oc(C2CCN(S(=O)(=O)c3ccccc3)CC2)nc1C(=O)N1CCCC1 | -3 | -1 |
| O=C(Cc1c[nH]c2ccccc12)N1CCCCC1c1nc(C2CC2)no1 (stereo not given) | 16 | -10 |
| O=C(NC1CCCC1)C1CCN(c2cncnc2N2CCOCC2)CC1 | 2 | -5 |
| O=c1c(CN2CCN(Cc3ccc4c(c3)OCO4)CC2)coc2ccccc12 | -6 | -2 |
| C=CCN1C(=O)/C(=C/c2ccc(O)cc2)SC1=Nc1ccccc1 | 78* | -4 |
| CC(C)NC(=O)c1csc2c1CCCC2 | -1 | 1 |
| CC(C)C(NCCC(=O)c1ccccc1)C(=O)O (stereo not given) | 4 | -4 |
| Cc1cc(C)cc(N2CCC(NC(=O)c3ccc(Cl)s3)C2=O)c1 (stereo not given) | -6 | 2 |
| Cc1ccc(NC(=O)Cn2cccc2-c2nnc(C3CC3)o2)cc1Cl | -8 | -2 |

Next part.
| SMILES | mHTT CaM bind | Pf apPOL inh |
| --- | --- | --- |
| CCN(CC)C(=O)c1cc2c(s1)CCC(C(=O)NCc1ccco1)C2 (stereo not given) | 9 | 2 |
| Cc1cccc(C(CC(=O)N2CCOCC2)c2ccccc2)c1O (stereo not given) | 0 | -3 |
| O=C(Nc1nccs1)c1cc2cc(Br)ccc2oc1=O | -4 | 1 |
| CCSc1nnc(NC(=O)c2ccc(Cl)cc2Cl)s1 | 3 | -1 |
| Cc1ccc(-c2csc(N3N=C(c4ccc([N+](=O)[O-])cc4)CC3=O)n2)cc1 | 53* | 0 |
| CCc1ccc(C(=O)N2CCC(c3nc(C(=O)N(C)C)c(C)o3)CC2)cc1 | 15 | -7 |
| NNC(=O)COc1ccc(I)cc1 | -10 | 5 |
| CC(C)(C)c1ccc(-c2nc(-c3ccc(Br)o3)no2)cc1 | -15 | x |
| Cc1c(C(=O)NC2CCC(C)CC2)oc2ccc(S(=O)(=O)N3CCCC3)cc12 (stereo not given) | 4 | 4 |
| COCCNC(=O)C1CCCN(c2nc3ccccc3o2)C1 (stereo not given) | -9 | -9 |
| Cc1ccc(CN2C(=O)NC3(CCN(C(=O)c4ccc(F)c(Cl)c4)CC3)C2=O)cc1 | 8 | -4 |
| COc1ccc2oc(=O)cc(-c3cc4cc(Br)ccc4o3)c2c1 | 1 | -4 |
| Clc1ccc2nc(N/N=C/c3ccc4c(c3)OCO4)nc(-c3ccccc3)c2c1 | i | x |
| C#CC(N)CCC(=O)O (stereo not given) | x | 10 |
| O=C(c1ccccn1)N1CC2CC1CC2NS(=O)(=O)c1ccccc1 (stereo not given) | -1 | -3 |
| CN(C)c1ccc(CN2CCCC3CCCCC32)cc1 (stereo not given) | 14 | -14 |
| Cc1cc(Cl)c(C(=O)Nc2cccc(C(F)(F)F)c2)c(C)n1 | 6 | -2 |
| Cc1ccnc(NC(c2ccc(N(C)C)cc2)c2ccc3cccnc3c2O)c1 (stereo not given) | 100* | -20 |
| CC(=O)N1CCCN(C(=O)NCC(C)C)CC1 | -2 | -4 |
| CN(C)c1ccc(C(=O)NNC(=O)COc2ccccc2)cc1 | x | -9 |
| Cc1ccc(CC(=O)Nc2nnc(Cc3ccc(Cl)s3)o2)c(C)c1 | 43 | -96 |
| CCCC(C)C(=O)Nc1ccc(F)cc1F (stereo not given) | 9 | -1 |
| CCC(=O)N1CCc2sc(S(=O)(=O)N3CCN(c4cccc(C)c4)CC3)cc2C1 | 19 | -5 |
| CCn1ncc(NS(=O)(=O)c2cnn(C)c2)c1C(=O)Nc1cnn(C)c1C | 0 | x |
| Cc1cc2oc(=O)cc(CN3CCOCC3)c2cc1Cl | -7 | 1 |
| CCOc1ccc(N(CC(=O)N2CCC(C)CC2)S(C)(=O)=O)cc1 | -3 | -2 |
| Cc1ccc(-c2nnc(NC(=O)NCc3ccc(F)cc3)o2)c(C)c1 | -16 | -7 |
| O=c1c2c3c(sc2nc2n1CCCC2)CCC3 | 3 | -3 |
| COC(=O)c1ccc(C=C2Oc3cc(OC(=O)C(C)(C)C)ccc3C2=O)cc1 | 5 | -3 |
| CSc1ccc(/C=c2\sc3nc(=O)c(C)nn3c2=O)cc1 | -4 | 0 |
| O=C(NCc1cccc(F)c1)c1ccnc(-c2ccsc2)c1 | -10 | -1 |
| Cc1c(C=NO)sc2ccccc12 | x | 2 |
| Cn1nc(-c2nnc(-c3ccccc3F)o2)c2c1CCN(C(=O)c1c(F)cccc1F)C2 | -7 | -2 |
| COCCNC(=O)c1cnn2c(-c3ccccc3Cl)ccnc12 | -3 | -4 |
| Cc1ccn2c(NC(=O)c3ccc([N+](=O)[O-])cc3)c(-c3ccc(F)cc3)nc2c1 | 3 | 0 |
| CSc1ccc(N2CC(c3nnc(NC(=O)c4c(F)cccc4F)o3)CC2=O)cc1 (stereo not given) | 38 | -2 |
| CCCOc1ccc(CN2CCC(N)C2)cn1 (stereo not given) | -8 | -1 |
| Cc1nn(C)cc1CN(C)C(=O)C1CCN(c2cnn(Cc3ccccc3)c(=O)c2)CC1 | 7 | -1 |
| CC(C)Cn1c(=O)c(N2CCN(C(=O)C3CCCNC3)CC2)nc2ccncc21 (stereo not given) | 0 | 1 |
| CN1CCN(C(=O)c2csc(CN3CCN(Cc4ccccc4)CC3)n2)CC1 | 2 | -3 |
| O=C(Nc1ccccc1)ON=Cc1ccc(F)c(Cl)c1 | x | -4 |
| COc1ccc(C2CCCN2C(=O)NCc2ccc(F)cc2)cc1 (stereo not given) | -5 | -4 |
| O=C1CNC(=S)N1CCOc1ccc(Cl)cc1 | x | -10 |
| COc1cc([N+](=O)[O-])cc(CN2CCN(c3ccccc3F)CC2)c1O | 8 | 7 |
| CC(C)C(=O)N1CCN(c2nc3c(s2)CC(C(=O)NC2CCCC2)CC3)CC1 (stereo not given) | 3 | -1 |
| O=C(O)CN1C(=O)c2ccc(C(=O)c3cccc([N+](=O)[O-])c3)cc2C1=O | 13 | -2 |
| CCC(=O)NCc1nc2c(n1C)CN(C(=O)Nc1ccccc1Cl)CC2 | 3 | -2 |
| COc1cc(NC(=O)C2CC(=O)N(c3cccc(NC(C)=O)c3)C2)cc(OC)c1 (stereo not given) | 10 | -2 |
| CSc1nc(NS(=O)(=O)c2cc(Cl)sc2Cl)nn1C | x | -5 |
| O=C(Cn1nc(-c2ccccc2)ccc1=O)NCc1ccco1 | -5 | -14 |
| O=[N+]([O-])c1ccc(N2CCCCC2)cc1NCc1cccnc1 | 21 | -6 |
| O=C(O)c1ccc(-n2nnnc2SCc2ccccc2F)cc1 | -4 | -4 |
| Cc1cc2c(cc1C)CSC(c1ccco1)SC2 | x | 25 |
| CSc1nc2c(c(Nc3ccccc3F)n1)CCC2 | -3 | -10 |
| COc1ccc(Br)cc1C(=O)Nc1cccc(-c2nc3ncccc3o2)c1C | -2 | -2 |
| Cc1nc2c3ccccc3nc(SCc3cccc(F)c3)n2n1 | 1 | -5 |
| CCOc1ccc(NC(=O)N2CCCC2c2cc(CC)no2)cc1 (stereo not given) | 0 | -1 |
| CC(=NOCc1ccc(Br)cc1)c1ccc(Sc2ccccn2)c([N+](=O)[O-])c1 | x | 4&2 |
| COc1ccccc1NC(=O)C1=C(C)Nc2nnnn2C1c1ccccc1[N+](=O)[O-] (stereo not given) | 14 | -3 |
| CN(CC1(C)CCOCC1)C(=O)NC1CCCCC1 | -1 | -2 |
| COc1ccc(-n2nc(C)c3sc(N4CCCN(C(=O)c5cnccn5)CC4)nc32)cc1 | 13 | 9 |
| CNC(=O)Nc1ccccc1C(=O)Nc1ccc(Cl)cc1 | 1 | -9 |
| O=C1OC(c2cc(Cl)ccc2Cl)=N/C1=C/c1ccc2c(c1)OCO2 | 13 | 6 |
